Bioassay records: PubChem, Sanford-Burnham Center for Chemical Genomics
APJ antag: antagonists of human APJ apelin receptor | CHO-K1 APJ beta-arrestin complementation, luminescence | inhibition, % at 20 µM | 330,000 tested, 0.32% active;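 active means inhibition above about 40% at 20 µM, limit read from the data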;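 further: cells challenged with 10 nM apelin-13 agonist together with compound; plate controls were apelin-13 plus DMSO wells for no effect and DMSO wells lacking apelin-13 for full effect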
tim23-1 inh: tim23-1 yeast growth inhibition. S. cerevisiae tim23-1 growth, BacTiter-Glo luminescence, 24 h. inhibition, % at 20 µM. 330,000 tested, 1.3% active;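 active means growth inhibition of the mutant yeast at or above 50%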;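 further: temperature-sensitive mutant grown at 25 °C; plate controls were DMSO-treated mutant yeast for no effect and medium wells lacking yeast for full effect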
Jurkat NFkB inh: inhibitors of the PMA/ionomycin-induced NF-kB reporter in Jurkat cells; PMA/ionomycin-induced NF-kB luciferase reporter, luminescence; inhibition, % at 4 µM; 330,000 tested, 0.53% active; AID 435003; in the data active means inhibition above about 50%
XBP1 UPR activ: activators of adaptive arm of unfolded protein response (XBP1). CHO-XBP1 luciferase reporter, IRE1-XBP1 UPR activation, luminescence; percent of tunicamycin response, DMSO as zero. activation, % at 20 µM. 330,000 tested, 0.33% active. AID 463104;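 active means versus positive control, 20 µM dose yields 30% or more activation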;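 further: 100% = tunicamycin at 10 µg/mL and 0% = DMSO only wells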
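Material: CHO-XBP1 cells stably carrying IRE1-XBP1-driven luciferase reporter | Medium: F12 with 10% serum | Compound dosing: 20 µM single concentration, DMSO 1% | Incubation: Overnight seeding at 37 °C, 6 h compound treatment at 37 °C | Detection: Steady-Glo luminescence read | Read-out basis: % activation of reporter signal versus tunicamycin and DMSO controls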
Mdm2 MdmX PPI: inhibitors of human Mdm2/MdmX interaction. O15151+Q00987. SaOS-2 split-luciferase Mdm2/MdmX complementation, luminescence. inhibition, % at 8 µM. 330,000 tested, 3% active. AID 485346;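 active means inhibition of at least 50% at 8 µM in the primary screen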
Target sequence (O15151 whole entry, looked up): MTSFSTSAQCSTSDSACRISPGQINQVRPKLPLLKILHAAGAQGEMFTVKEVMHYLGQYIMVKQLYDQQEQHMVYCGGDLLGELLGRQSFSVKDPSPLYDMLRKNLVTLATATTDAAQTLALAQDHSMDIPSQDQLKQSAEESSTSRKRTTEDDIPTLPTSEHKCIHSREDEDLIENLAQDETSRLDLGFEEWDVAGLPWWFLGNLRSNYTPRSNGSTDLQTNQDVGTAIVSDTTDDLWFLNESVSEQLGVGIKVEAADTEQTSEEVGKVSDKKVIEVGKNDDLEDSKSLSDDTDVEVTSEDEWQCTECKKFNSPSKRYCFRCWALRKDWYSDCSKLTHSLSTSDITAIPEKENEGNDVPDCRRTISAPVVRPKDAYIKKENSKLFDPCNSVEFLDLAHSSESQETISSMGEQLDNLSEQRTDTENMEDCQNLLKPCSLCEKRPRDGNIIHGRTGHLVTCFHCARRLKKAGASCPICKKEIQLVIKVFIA
Target sequence (Q00987 whole entry, looked up): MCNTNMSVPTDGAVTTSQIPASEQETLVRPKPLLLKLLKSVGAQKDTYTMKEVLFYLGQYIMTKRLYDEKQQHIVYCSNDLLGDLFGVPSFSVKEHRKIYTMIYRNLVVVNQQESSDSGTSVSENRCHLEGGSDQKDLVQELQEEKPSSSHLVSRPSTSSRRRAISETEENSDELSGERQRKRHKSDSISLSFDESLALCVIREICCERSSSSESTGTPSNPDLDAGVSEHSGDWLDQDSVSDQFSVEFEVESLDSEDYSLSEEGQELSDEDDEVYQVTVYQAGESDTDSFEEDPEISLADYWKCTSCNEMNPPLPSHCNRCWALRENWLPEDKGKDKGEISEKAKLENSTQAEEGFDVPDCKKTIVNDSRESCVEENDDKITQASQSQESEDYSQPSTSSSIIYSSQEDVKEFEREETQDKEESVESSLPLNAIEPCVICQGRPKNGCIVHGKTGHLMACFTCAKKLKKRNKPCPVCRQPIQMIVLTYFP
APJ ag: APJ receptor agonism; AID 2520; activation, % at 20 µM; P35414; CHO-K1 APJ PathHunter beta-arrestin, luminescence; 0% DMSO wells, 100% apelin; 330,000 tested, 0.11% active;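 active means activation more than six SD over the plate average, tested at 20 µM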;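 further: 0% = DMSO alone and 100% = apelin-13 at 10 nM; some results filed as inactive read as strong as hits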
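assay system = CHO-K1 APJ beta-arrestin complementation cell line | input = cell density 1000 per well | dosing = compound 20 µM once, DMSO 1% | timing = compound 90 min 25 °C, reagent 1 h | measured by = luminescence from split beta-galactosidase complementation, Galacton Star/Emerald II substrate | read-out basis = APJ agonist activity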
697 NFkB inh: inhibitors of the PMA/ionomycin-induced NF-kB reporter in 697 B cells; 697 B-cell NF-kB luciferase reporter, 16 h; 330,000 tested, 0.33% active; inhibition, % at 4 µM; in the data active means inhibition above about 35%
CHOP UPR activ: activators of apoptotic arm of unfolded protein response (CHOP); CHO-CHOP luciferase reporter, UPR activation, luminescence; percent of tunicamycin response over DMSO baseline; activation, % at 10 µM; 330,000 tested, 0.34% active; AID 449763;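 active means at 10 µM dose, activation of 40% or more, normalized to positive control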;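 further: 100% = tunicamycin at 10 µg/mL and 0% = DMSO alone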
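System: CHO CHOP reporter cells. Amount: 500 cells per well. Buffer or medium: F12 medium, 10% FBS. Compound dosing: one dose, 10 µM in 0.5% DMSO. Incubation: 6 h compound exposure at 37 °C after overnight seeding. Technique: Steady-Glo luciferase luminescence. Benchmarks: tunicamycin and DMSO controls.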
Numbers without * were called inactive. Random draw from the library; about 5% have a hit in one of these screens.

SMILES	APJ antag	tim23-1 inh	Jurkat NFkB inh	XBP1 UPR activ	Mdm2 MdmX PPI	APJ ag	697 NFkB inh	CHOP UPR activ
CCc1ccc2nc(NC(=O)c3ccc4c(=O)[nH]c(CN5CCOCC5)nc4c3)sc2c1	7	10	-46	2	14	-8	-11	1.8
CCCN(CC(=O)Nc1ccc(C(N)=O)cc1)CC(=O)Nc1ccccc1C	16	4	-1	-2	19	-2	12	-2.2
CCOCCCNC(=O)C(c1ccc(C)cc1)N(Cc1cccs1)C(=O)CNC(C)=O (configuration not stated)	4	-7	-3	-2	17	2	19	1.0
Cc1ccc(NC(=O)CN2CCC(NC(=O)Cc3ccccc3)CC2)c(C)c1	5	4	22	-1	0	-1	-16	0.2
O=C(Nc1ccc(Br)cc1Cl)c1cnccn1	18	12	-25	0	-4	-7	-33	1.1
COCCn1nnnc1SCC(=O)Nc1ccc2c(c1)OCO2	-6	-3	-12	0	18	-2	-12	-0.8
O=C(NC1CCCC1)c1cc(-c2ccc(Cl)cc2)on1	-3	11	-115	5	-69	3	-86	8.5
Cc1ccccc1-n1ncc2c([N+](=O)[O-])cc([N+](=O)[O-])cc21	-53	77*	17	-3	15	1	-24	-2.8
Cc1ccc(OCC(=O)Nc2ccc3c(c2)nc(CCN2CCOCC2)n3C)cc1	7	-3	3	-3	19	1	19	-0.5
Cn1nc(C(=O)N2CCOCC2)c([N+](=O)[O-])c1C(=O)N1CCOCC1	21	5	0	-2	17	-1	6	-2.1
COc1ccc(C(=O)NCc2nnc(SCC(=O)N3CCCC3)o2)cc1	-17	15	-25	-5	0	-12	-72	-1.3
CC(C)Cc1ccc(/C=C/C(=O)NC2CC2)cc1	-2	24	-71	3	-105	1	-82	7.3

Two consecutive compounds from above, for reference:
SMILES	APJ antag	tim23-1 inh	Jurkat NFkB inh	XBP1 UPR activ	Mdm2 MdmX PPI	APJ ag	697 NFkB inh	CHOP UPR activ
CCc1ccc2nc(NC(=O)c3ccc4c(=O)[nH]c(CN5CCOCC5)nc4c3)sc2c1	7	10	-46	2	14	-8	-11	1.8
CCCN(CC(=O)Nc1ccc(C(N)=O)cc1)CC(=O)Nc1ccccc1C	16	4	-1	-2	19	-2	12	-2.2

(next part)
SMILES	APJ antag	tim23-1 inh	Jurkat NFkB inh	XBP1 UPR activ	Mdm2 MdmX PPI	APJ ag	697 NFkB inh	CHOP UPR activ
CCc1ccc(-c2cc(C)no2)cc1S(=O)(=O)N1CCN(c2ccccc2OC)CC1	-8	28	17	-8	25	-7	-15	0.6
O=C(c1nc[nH]c1C(=O)N1CCc2ccccc2C1)N1CCc2ccccc2C1	10	12	18	-2	-13	-1	13	0.1
CCOc1ccc(NC2=NCCC(=O)N2Cc2cccs2)cc1	8	-27	-8	0	-33	-3	-2	-2.1
O=C(CN(Cc1ccccc1)C1=NCCS1)c1ccc(Cl)cc1	19	10	1	0	-29	-2	-38	1.3
Cc1cc(C(=O)Nc2ccccc2N2CCCCC2)no1	12	27	14	2	4	-1	2	0.2
Cc1ccc(NC(=S)Nc2ccc(F)cc2)cc1	21	40	-15	-4	-18	0	-18	3.4
Cc1nc2sc(C(c3ccco3)N3CCC4(CC3)OCCO4)c(O)n2n1 (configuration not stated)	-7	6	4	0	21	-2	-4	1.1
FC(F)(F)c1nc2ccccc2n2c(-c3c(Cl)cccc3Cl)nnc12	-1	43	2	-1	27	0	1	-1.5
COc1cc(C2CC(=O)N(CC(=O)NCC3CCCO3)c3ccccc3S2)cc(OC)c1OC (configuration not stated)	-15	7	0	1	31	-1	5	-3.4
Cc1ccc(S(=O)(=O)N(CC(=O)Nc2cc(C)ccc2C)C(=O)N2CCN(C)CC2)cc1	-7	-14	3	0	29	-3	14	-0.4
NS(=O)(=O)c1ccc(CCNC(=O)Nc2ccc(Cl)c(Cl)c2)cc1	-11	0	-9	-2	24	-3	-16	-0.5
COc1ccc(NC(=O)C2(S(=O)(=O)c3ccc(C)cc3)CC2)cc1OC	6	10	3	-1	24	-4	21	2.7
Nc1nonc1-c1nc2ccccc2n1Cc1ccc(Cl)cc1	2	-3	-1	4	24	-3	7	-0.3
COC(=O)CSc1ccc2c(N)c(C(=O)OC)sc2c1	6	27	-5	0	8	0	-8	-2.2
CC1CCN(C(=O)CSc2nncn2C)CC1	-5	6	-13	-3	0	-2	6	-2.1
CC1CN(C(=O)/C=C/c2ccc3c(c2)OCO3)CC(C)O1 (configuration not stated)	24	5	-2	-1	7	-1	6	5.9
Cc1ccc(SCC(=O)N2CCC(C(N)=O)CC2)cc1	-3	5	6	0	12	1	14	2.1
CC(C)C(=O)Nc1nc(-c2ccc(S(=O)(=O)N3CCOCC3)cc2)cs1	-17	23	-20	-2	8	2	-28	-1.2
COc1cc(NC(=S)N2CCc3ccccc3C2)cc(OC)c1	16	29	6	0	-6	-2	-12	-0.1
O=S(=O)(c1ccc(S(=O)(=O)N(Cc2cccs2)CC2CCCO2)cc1)N1CCCCC1 (configuration not stated)	15	15	7	-1	-24	-4	11	0.3
COc1ccc(NC(=S)NCCCN2CCCC2)cc1Cl	-3	12	-12	-4	10	-3	11	-2.4
CN(CC(=O)Nc1cccc(F)c1)C(=O)c1cc([N+](=O)[O-])ccc1N1CCOCC1	13	2	5	-4	9	-5	6	1.6
O=C(Nc1ccc(S(=O)(=O)Nc2ncccn2)cc1)c1ccc2ncsc2c1	-3	-1	17	-5	-31	-2	13	-2.8
C=CCc1ccc(OCCOCCOc2ccccc2[N+](=O)[O-])c(OC)c1	-7	35	-6	-3	-3	-2	-7	-0.8

Seven entries from above, sorted by their value in Jurkat NFkB inh, lowest first.
| smiles | APJ antag | Jurkat NFkB inh | Mdm2 MdmX PPI | APJ ag | 697 NFkB inh |
| --- | --- | --- | --- | --- | --- |
| CC(C)C(=O)Nc1nc(-c2ccc(S(=O)(=O)N3CCOCC3)cc2)cs1 | -17 | -20 | 8 | 2 | -28 |
| CC1CCN(C(=O)CSc2nncn2C)CC1 | -5 | -13 | 0 | -2 | 6 |
| C=CCc1ccc(OCCOCCOc2ccccc2[N+](=O)[O-])c(OC)c1 | -7 | -6 | -3 | -2 | -7 |
| COC(=O)CSc1ccc2c(N)c(C(=O)OC)sc2c1 | 6 | -5 | 8 | 0 | -8 |
| CC1CN(C(=O)/C=C/c2ccc3c(c2)OCO3)CC(C)O1 (configuration not stated) | 24 | -2 | 7 | -1 | 6 |
| Cc1ccc(SCC(=O)N2CCC(C(N)=O)CC2)cc1 | -3 | 6 | 12 | 1 | 14 |
| O=C(Nc1ccc(S(=O)(=O)Nc2ncccn2)cc1)c1ccc2ncsc2c1 | -3 | 17 | -31 | -2 | 13 |

(list continues)
SMILES	APJ antag	tim23-1 inh	Jurkat NFkB inh	XBP1 UPR activ	Mdm2 MdmX PPI	APJ ag	697 NFkB inh	CHOP UPR activ
O=C(CSc1ccc2nnc(-c3ccc(Cl)cc3)n2n1)N1CCc2ccccc21	30	-5	5	30*	26	-1	0	29
COC(=O)C1=C(C)N(CCc2c[nH]c3ccccc23)C(=O)C1	-18	6	-5	6	14	-1	12	2.2
COc1ccc(C(=O)Nc2ccc3cn[nH]c3c2)c(OC)c1	1	8	-80	0	-83	-3	-92	3.8
C1=C(c2ccccc2)Nc2nnnn2C1c1cccs1 (configuration not stated)	17	3	-9	5	6	-2	-10	1.0
CCn1cc([N+](=O)[O-])c(C(=O)Nc2nc3ccc(OC)cc3s2)n1	-7	17	5	-1	19	1	-42	-0.6
COCc1cc(C)nc(OCC(=O)N/N=C/c2ccc(-c3cc([N+](=O)[O-])ccc3Cl)o2)c1C#N	-32	-7	5	342*	69*	1	14	53*
COc1cccc(NC(=O)C(C)N2C(=O)c3ccccc3S2(=O)=O)c1 (configuration not stated)	6	14	10	3	13	4	13	1.3
Cc1ccccc1-c1ccc(C(=O)NCc2ccccc2)o1	-30	47	-18	6	-7	1	-24	-0.3
O=c1c2sc(-c3ccccc3)cc2nc2n1CCCCC2	-9	20	-166	0	-199	-6	-209	5.5
CNc1oc(-c2cccs2)nc1C#N	18	-1	3	1	21	-1	14	-2.5
Cc1cc(C)n(Cc2ccc(Cl)nc2)n1	-16	7	0	0	11	1	-1	-2.7
CC(C)CC(=O)Nc1ccc(C(=O)Cn2nc(C(=O)O)c3ccccc3c2=O)cc1	1	-3	-1	-5	-1	-2	10	-3.4
O=C(c1ccc(CSc2nc3ccncc3[nH]2)cc1)N1CCN(c2cccc(Cl)c2)CC1	-4	5	31	3	39	5	-20	12
COc1ccc(C(=O)Nc2nnc(S(=O)(=O)N3CCC(C)CC3)s2)cc1OC	-67	5	13	-1	22	0	-28	0.9
Cn1c2ccccc2c2cc(/C=C(\NC(=O)c3ccccc3)C(=O)O)ccc21	8	21	-2	8	-1	-4	-20	1.9
CCc1ccc(N2CN(Cc3ccco3)CNC2=S)cc1	5	8	-2	-2	-15	-2	27	-0.7
O=C(Nc1cccc(F)c1)c1ccc2c(c1)OCCO2	-6	45	-145	-3	-105	-1	-30	4.7
O=C(NCC1CCCO1)c1onc(CSc2ccc(Cl)cc2)c1C(=O)O (configuration not stated)	14	-8	-16	-1	4	-3	15	-1.3
C/C(CCc1oc2ccc(Br)cc2c1-c1ccc(C)o1)=N/O	2	33	4	-1	18	0	-10	-0.7
COC(=O)c1cc(NC2c3ccccc3C(=O)N2c2cccnc2)cc(C(=O)OC)c1 (configuration not stated)	3	14	-1	-1	20	-4	-7	-0.4
O=[N+]([O-])c1cccc(S(=O)(=O)c2ccc(NCCOCCO)c([N+](=O)[O-])c2)c1	-22	21	8	0	17	-1	9	1.5
COc1cc(/C=N/n2nnnc2N)ccc1OC(C)C	13	16	6	5	12	-1	3	-0.9
COC(=O)c1ccc(N2CCOCC2)c(NC(=O)c2ccc3c(c2)OCO3)c1	8	14	3	0	1	-2	4	0.3
COc1ccc(NC(=O)C2=C(C)C(=O)OC23CCC(C)CC3)cc1Cl (configuration not stated)	-21	16	-20	-1	35	4	-32	0.7
O=C(O)c1ccccc1-c1ccc(/C=C/c2cc(C(F)(F)F)[nH]c(=O)n2)o1	-48	27	6	-1	10	-4	6	0.8
N#Cc1c(-c2ccccc2)nc(SCc2cccc(Cl)c2)[nH]c1=O	11	33	-15	1	0	-4	-15	-1.2
CCc1ccc(CNC(=O)c2ccc3c(c2)NC(=O)C(N2CCOCC2)S3)cc1 (configuration not stated)	-14	-4	8	-4	27	-4	-6	-0.2

3 entries from above, sorted by heavy-atom count, rising:
SMILES	APJ antag	tim23-1 inh	Jurkat NFkB inh	XBP1 UPR activ	Mdm2 MdmX PPI	APJ ag	697 NFkB inh	CHOP UPR activ
O=C(O)c1ccccc1-c1ccc(/C=C/c2cc(C(F)(F)F)[nH]c(=O)n2)o1	-48	27	6	-1	10	-4	6	0.8
O=[N+]([O-])c1cccc(S(=O)(=O)c2ccc(NCCOCCO)c([N+](=O)[O-])c2)c1	-22	21	8	0	17	-1	9	1.5
CCc1ccc(CNC(=O)c2ccc3c(c2)NC(=O)C(N2CCOCC2)S3)cc1 (configuration not stated)	-14	-4	8	-4	27	-4	-6	-0.2

Part of the list above with just Mdm2 MdmX PPI and APJ ag.
canonical_smiles,Mdm2 MdmX PPI,APJ ag
COc1ccc(C(=O)Nc2nnc(S(=O)(=O)N3CCC(C)CC3)s2)cc1OC,22,0
COC(=O)c1cc(NC2c3ccccc3C(=O)N2c2cccnc2)cc(C(=O)OC)c1 (configuration not stated),20,-4
O=C(O)c1ccccc1-c1ccc(/C=C/c2cc(C(F)(F)F)[nH]c(=O)n2)o1,10,-4
O=[N+]([O-])c1cccc(S(=O)(=O)c2ccc(NCCOCCO)c([N+](=O)[O-])c2)c1,17,-1
